GLP-1R agonist – qHTS of GLP-1 Receptor Agonists | Glucagon-like peptide 1 receptor (Homo sapiens), P43220 | HEK293 GLP-1R CRE-luciferase, luminescence, 4-6 h; cells express a hypersensitive GLP-1R form | Potency, µM (top dose mostly 45.6 µM), inactives show top-dose activation, hits mostly activators | 380,000 tested, 0.007% active | AID 624172, 2012; note: potency is the fitted concentration of half-maximal effect; % of control where 0% means no effect
Target sequence (P43220 whole entry, looked up): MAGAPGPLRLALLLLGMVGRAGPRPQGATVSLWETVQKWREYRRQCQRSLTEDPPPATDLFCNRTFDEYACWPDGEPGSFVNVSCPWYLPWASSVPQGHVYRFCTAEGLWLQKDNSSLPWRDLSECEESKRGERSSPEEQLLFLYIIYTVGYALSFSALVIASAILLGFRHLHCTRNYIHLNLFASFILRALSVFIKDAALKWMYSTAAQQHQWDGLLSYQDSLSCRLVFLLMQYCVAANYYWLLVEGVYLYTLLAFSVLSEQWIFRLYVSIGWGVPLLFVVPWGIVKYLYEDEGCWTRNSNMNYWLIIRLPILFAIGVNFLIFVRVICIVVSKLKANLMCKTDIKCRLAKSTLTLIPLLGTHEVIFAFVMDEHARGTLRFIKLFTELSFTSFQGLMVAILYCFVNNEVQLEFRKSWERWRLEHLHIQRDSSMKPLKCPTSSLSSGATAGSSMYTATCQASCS
HT1080NT lethal – qHTS for induction of synthetic lethality in tumor cells producing 2HG: qHTS for the HT-1080-NT fibrosarcoma cell line | HT-1080-NT fibrosarcoma viability, CellTiter-Glo ATP luminescence, 48 h | Potency, µM (series often up to 46.1 µM), inactives show at the top dose activity, negative = less viability, usual class: cytotoxic | 360,000 tested, 1.6% active;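 note: NT is the 2HG producing partner of a matched IDH1 knockdown line; potency is the fitted concentration of half-maximal effect; 0% = DMSO-treated cells and -100% = media-only wells without cells; nearly all actives have a fitted effect of over 55% in size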
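HT-1080-NT fibrosarcoma cells (2HG-overproducing), 750 cells/well in RPMI with 5% FBS, dosed after 2 h and incubated 48 h at 37C. CellTiter-Glo luminescence normalized to DMSO and no-cell wells; concentration-response curves fitted and classed.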
KB-3-1 tox – qHTS assay for MDR1-selective chemotherapeutics: Primary screen using the parental adenocarcinoma cell KB-3-1 | KB-3-1 viability, CellTiter-Glo ATP luminescence, 72 h | Potency, µM (series often up to 46.1 µM), for the others: at the highest dose activity change, negative = cytotoxic, actives largely listed as cytotoxic | 400,000 tested, 1.4% active; note: potency is the fitted concentration of half-maximal effect; % is set by controls: 0 for no effect and ±100 for the full control effect; nearly all actives have a fitted effect of over 60% in size
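KB-3-1 parental drug-naive adenocarcinoma cells in DMEM/10% FBS, incubated 72 h at 37 C with pin-transferred compounds across a concentration series. Viability by CellTiter-Glo luminescence; concentration-response curves fitted after normalization.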
D3 antag – qHTS of D3 Dopamine Receptor Antagonist: qHTS; D(3) dopamine receptor (Homo sapiens), P35462; D3R cells, DiscoveRx beta-arrestin luminescence, antagonist mode; active compounds read low; max response, negative = inhibition, %; 360,000 tested, 2.5% active; AID 652054, 2013; in the data active = max response below about -50%; inconclusive = no clear call, values can overlap the other calls; note: % is set by controls: 0 for no effect and ±100 for the full control effect; mostly tested at two doses, the higher about 12 µM
Target sequence (P35462 whole entry, looked up): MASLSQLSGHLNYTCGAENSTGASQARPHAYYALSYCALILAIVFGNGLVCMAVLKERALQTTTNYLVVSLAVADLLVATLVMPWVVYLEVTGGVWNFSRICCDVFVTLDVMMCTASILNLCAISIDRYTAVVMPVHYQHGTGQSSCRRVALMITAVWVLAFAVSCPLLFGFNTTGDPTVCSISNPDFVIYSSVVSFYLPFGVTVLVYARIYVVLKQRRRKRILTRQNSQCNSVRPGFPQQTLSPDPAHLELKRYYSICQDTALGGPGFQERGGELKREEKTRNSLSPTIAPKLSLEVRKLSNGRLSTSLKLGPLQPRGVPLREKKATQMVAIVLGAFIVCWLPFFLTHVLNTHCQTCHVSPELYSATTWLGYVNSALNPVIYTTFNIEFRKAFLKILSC
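Cells plated overnight at 1500 cells/well, then exposed to library compounds with dopamine controls for 90 minutes at 37 degrees C. DiscoveRx reagent added for 30–60 minutes at room temperature; luminescence read, quantitative HTS format.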
D3 ag – qHTS of D3 Dopamine Receptor Agonist: qHTS. D(3) dopamine receptor (Homo sapiens), P35462. D3R DiscoveRx beta-arrestin cells, luminescence, 90 min. 410,000 tested, 0.58% active. max activation, %; in the data active = max activation above about 30%; note: 0% is about no effect; mostly tested at two doses, the higher about 12 µM
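Agonist mode: compounds and dopamine controls were applied to plated cells for 90 min at 37 degrees C after an overnight attachment at 1500 cells/well. Luminescent read-out followed 30 - 60 minutes at room temperature with DiscoveRx detection reagent.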
SW480 rereplic – A quantitative high throughput screen for small molecules that induce DNA re-replication in SW480 colon adenocarcinoma cells. SW480 DNA re-replication, Hoechst DNA content imaging, 48 h. Potency, µM (series often up to 46.1 µM), inactives show at the highest dose re-replication activation, hits mostly activators. 340,000 tested, 1.8% active. AID 624297, 2012; note: potency is the fitted concentration of half-maximal effect; % of control where 0% means no effect; nearly all actives have a fitted effect of over 55% in size
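Treated cells incubate 48 hr (37 C, 5% CO2), are stained 40 min with Hoechst, and nuclear fluorescence is enumerated; a rise in nuclei with high DNA signal marks re-replication.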
HT1080 IDH1KD tx – qHTS for induction of synthetic lethality in tumor cells producing 2HG: qHTS for the HT-1080-IDH1KD cell line | 360,000 tested, 2% active | HT-1080 IDH1 knockdown viability, ATP luminescence, 48 h | Potency, µM (series often up to 46.1 µM), for the others: top-dose activity, negative = toxicity, actives largely listed as cytotoxic;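 note: potency is the fitted concentration of half-maximal effect; 0% = DMSO wells and -100% = cell-free medium wells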
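HT-1080-IDH1KD cells (IDH1 knocked down), 750/well in RPMI with 5% FBS, treated with compound 48 h at 37 degrees C. Viability by CellTiter-Glo luminescence, normalised to DMSO and no-cell wells; concentration-response curves classed.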
IL-1B inflam inh – qHTS for Inhibitors of Inflammasome Signaling: IL-1-beta AlphaLISA Primary Screen. THP-1 LPS/ATP IL-1B secretion, AlphaLISA, 16 h; active compounds read low. activity change, % at 57.5 µM. 360,000 tested, 4.7% active; in the data active = activity change below about -50%; inconclusive = mostly about -30% to -49%; note: % is set by controls: 0 for no effect and ±100 for the full control effect
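Secreted IL-1B measured by AlphaLISA bead assay after 16 h compound exposure of THP-1 cells; compounds (final up to 57.5 uM) added 1 h before LPS (250 ng/mL) and ATP (1.25 mM) stimulation; lower signal means less secretion.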
KB-V1 MDR tox – qHTS assay for MDR1-selective chemotherapeutics: Primary screen using the drug-selected MDR subline cells KB-V1. KB-V1 MDR cells viability, CellTiter-Glo, 72 h. Potency, µM (titrated, usually from 46.1 µM), for inactives: at the top dose activity change, negative = cytotoxicity, hits mostly cytotoxic. 400,000 tested, 3.4% active. AID 1347076, 2019; note: potency is the fitted concentration of half-maximal effect; % is set by controls: 0 for no effect and ±100 for the full control effect; nearly all actives have a fitted effect of over 60% in size
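Readout: CellTiter-Glo luminescence, 10 min after addition. Cells: KB-V1 MDR subline, 72 h at 37 degrees C with compound. Analysis: corrected, normalized data fitted to concentration-effect curves.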
Active calls of the source: *; i = inactive; ? = inconclusive; / = not tested or not shown. Unless noted, calls come from the whole dose curve; as a rule, active = well fitted curve in the direction sought with a large enough effect; inconclusive = small, poorly fitted or top-dose-only effect, or another doubt; inactive = no such curve, though single readings can be large; an effect the other way counts as inactive or inconclusive. Outcome played no part in choosing rows; about 12% have a hit in one of these screens.

SMILES	GLP-1R agonist	HT1080NT lethal	KB-3-1 tox	D3 antag	D3 ag	SW480 rereplic	HT1080 IDH1KD tx	IL-1B inflam inh	KB-V1 MDR tox
O=S(=O)(c1ccc(Cl)s1)N1CCCc2cccc(O)c21	2%	-14%	-15%	7	-4	-5%	-2%	?	5%
COc1ccc([N+](=O)[O-])cc1NC(=O)CCN1CCN(c2ccccc2OC)CC1	3%	2%	8%	-76*	6	-1%	2%	15	3%
COc1ccc(CC(=O)Nc2ccc(C(=O)Nc3nccs3)cc2)cc1OC	0%	10%	1%	18	-2	-1%	15%	14	?
CCN(CC)/C(=N\S(=O)(=O)c1ccccc1C)c1ccccc1	-1%	1%	-2%	15	20	-16%	1%	7	-1%
Cc1nn(-c2ccccc2)c2nc(-c3ccccc3)cc(C(=O)N3CCOCC3)c12	18%	-25%	1%	-4	1	6%	-20%	-74*	-20%
COc1ccc(NC(=O)CN2CCN(CC(=O)Nc3ccc(OC)c(OC)c3)CC2)cc1	20%	1%	3%	20	1	0%	6%	-7	-1%
O=C(CSc1nnc2c(n1)[nH]c1ccccc12)NCc1ccco1	4%	-2%	0%	-6	-3	1%	-1%	0	-1%
Cc1cccc(S(=O)(=O)NC(=O)C2(C)CCN2C(=O)Cc2ccsc2)c1 (centres undefined)	-6%	20%	0%	-17	0	/	10%	19	5%
COc1ccc(NC(=S)NNC(=O)c2ccco2)c(OC)c1	1%	0%	21%	-14	-3	-5%	4%	-7	26%
COc1cccc(C(=O)OCCNC(=O)c2cccnc2)c1	0%	3%	-1%	5	2	-10%	-1%	66	?
COc1ccccc1N1C(=O)c2ccccc2NC1c1ccncc1 (centres undefined)	-3%	12%	4%	33	7	-4%	8%	28	0%
COCc1cc(C)nc(OCC(=O)N/N=C/c2ccc(OC)c(OC)c2)c1C#N	18%	-6%	7%	5	-10	10%	-9%	-21	-14%
O=C(Nc1nc2cc3c(cc2s1)OCCO3)c1cccc(N2C(=O)CCC2=O)c1	-2%	9%	-2%	19	-3	3%	3%	-22	?
CCC(C(=O)NCCCN1CC(C)CC(C)C1)n1ncn2c(cc3occc32)c1=O (centres undefined)	-1%	-5%	19%	?	-18	?	-1%	-17	6%
CN(C)c1ccc(N=Cc2nc(-c3ccccc3)oc2OC(=O)c2ccccc2)cc1	2%	20%	7%	-13	-8	-1%	10%	11	12%
c1cncc(-c2noc(CC3CCCCC3)n2)c1	22%	2%	-3%	-28	-1	-3%	-2%	?	-1%
O=C(CS(=O)(=O)Cc1ccccc1)Nc1ncccn1	-5%	16%	-1%	9	1	-4%	20%	-6	17%
COc1ccc(C(NC(=O)CNC(C)=O)C(=O)Nc2ccc(C(C)C)cc2)cc1 (centres undefined)	3%	0%	-3%	3	1	-2%	-2%	11	?
CCN(CC)CCn1c(=N)n(CC(=O)c2ccc(Br)s2)c2ccccc21	20%	23µM*	?	-73*	-24	0%	23µM*	/	?
Cc1ccc(C(=O)Nc2ccc(Cc3ccncc3)cc2)cc1[N+](=O)[O-]	13%	1%	?	32	-6	-3%	-13%	?	5.8µM*
O=C(C[C@@H]1C/C=C\CCCC(=O)OC[C@@H]2CCCN2C1=O)NCCO	-1%	14%	-8%	7	4	-6%	11%	17	5%
CCN(CC)CCN(C(=O)C1=COCCO1)c1nc2c(OC)ccc(OC)c2s1	1%	0%	12%	6	-6	-9%	9%	i	-24%
COc1ccc(CN2C(=O)C(O)(CC(=O)c3ccc4c(c3)OCO4)c3ccccc32)cc1OC (centres undefined)	24%	5%	14%	3	36*	?	6%	21	-13%
Cn1c(N)c(C(=O)COC(=O)Cc2ccsc2)c(=O)n(C)c1=O	4%	0%	5%	21	0	-5%	0%	29	9%
CCN(C(=O)COC(=O)/C(=C/c1ccccc1)NC(C)=O)c1c(N)n(Cc2ccccc2)c(=O)[nH]c1=O	16%	-2%	-2%	6	-20	-4%	11%	4	-6%
COc1ccc(-c2c(-c3ccsc3)oc3c2C(O)CCC3)cn1 (centres undefined)	12%	2%	2%	7	3	/	0%	26	-26%
CCOC(=O)CSc1nnc(CNC(=O)c2ccc(S(=O)(=O)N3CCCC3)cc2)n1C	-1%	15%	3%	18	-1	-6%	12%	12	7%
COc1ccccc1CNC1CCCc2ccccc21 (centres undefined)	2%	-2%	-6%	-9	-17	-1%	-5%	-12	-1%
CCOc1ccc(CNC(=O)c2ccc3nc(N4CCOCC4)sc3c2)cc1	6%	4%	20%	-28	5	3%	11%	-2	3%
COCCNCCCCOc1ccccc1-c1ccccc1	4%	-2%	6%	-29	-20	15%	-21%	-25	?
CCn1c(=O)c2c(nc(SCC(=O)N3CCC(C)CC3)n2C)n(C)c1=O	16%	-2%	0%	6	-17	-4%	-3%	28	-9%
CC1CN(C(=O)COC(=O)c2cc3ccccc3cc2O)CC(C)O1 (centres undefined)	9%	-11%	5%	-8	-8	7%	-3%	3	0%
COC(=O)CC1C(=O)NCCN1C(=O)CSc1nc2ccc([N+](=O)[O-])cc2s1 (centres undefined)	1%	-15%	5%	9	1	-4%	0%	-17	-10%
CC1(C)[C@@H](O)CC[C@]2(C)C3C(O)C=C4[C@H]5C[C@@](C)(CO)CC[C@]5(C)CC[C@]4(C)[C@]3(C)CC[C@@H]12 (some centres undefined)	-1%	3%	15%	53	65*	-4%	4%	16	-9%
O=C(Oc1ccc2ccccc2c1)c1ccccc1	5%	6%	0%	-15	15	?	-5%	12	-2%
CCC(=O)Nc1nc(C)c(-c2csc(Nc3cccc(C(=O)O)c3)n2)s1	-2%	-2%	21%	12	0	1%	-12%	-1	-2%
CCc1cc2c(-c3ccccc3)cc(=O)oc2cc1OC(C)C(C)=O (centres undefined)	1%	-1%	?	0	-7	4%	-27%	-24	?
COc1ccc(NC(=O)CSCC(=O)Nc2ccccc2C(=O)N2CCCCC2)cc1	0%	-1%	21%	26	1	0%	11%	-6	0%
C[C@]12c3[nH]c4ccc(Cl)cc4c3CCN1C(=O)[C@@H](CC(=O)NCCN1CCOCC1)C[C@@H]2C(=O)N1CCOCC1	-3%	5%	0%	-9	4	?	3%	10	0%
O=C(Nc1nc2ccccc2s1)C1CC(=O)N(c2ccc(Cl)cc2)C1 (centres undefined)	-8%	-5%	2%	55	8	1%	-18%	1	7%
Cc1ccc(-c2nnc(Nc3ccc(C(N)=O)cc3)c3ccccc23)cc1S(=O)(=O)NCC1CCCO1 (centres undefined)	11%	-1%	14%	-3	-2	-6%	-6%	-12	4%
COc1cc(/C=C2/C(C)=C(C#N)c3nc(N)c(C#N)c(C)c32)ccc1OCC(=O)O	0%	1%	-4%	-7	4	-5%	0%	-23	2%
CC(=O)c1ccc(Nc2nc(C(N)C(C)C)cs2)cc1 (centres undefined)	-3%	1%	0%	-10	4	/	0%	?	14%
O=C(CSc1nccc(=O)[nH]1)c1ccccc1Br	10%	-9%	1%	-30	-10	0%	0%	-21	-7%
O=S(=O)(NCc1cn2ccsc2n1)c1ccc2c(c1)OCCO2	-12%	1%	-3%	-15	8	-7%	9%	30	15%

Eight structures from above, ordered by length of the SMILES, lowest first.
SMILES	GLP-1R agonist	HT1080NT lethal	KB-3-1 tox	D3 antag	D3 ag	SW480 rereplic	HT1080 IDH1KD tx	IL-1B inflam inh	KB-V1 MDR tox
O=C(CSc1nccc(=O)[nH]1)c1ccccc1Br	10%	-9%	1%	-30	-10	0%	0%	-21	-7%
CCc1cc2c(-c3ccccc3)cc(=O)oc2cc1OC(C)C(C)=O (centres undefined)	1%	-1%	?	0	-7	4%	-27%	-24	?
O=C(Nc1nc2ccccc2s1)C1CC(=O)N(c2ccc(Cl)cc2)C1 (centres undefined)	-8%	-5%	2%	55	8	1%	-18%	1	7%
CCn1c(=O)c2c(nc(SCC(=O)N3CCC(C)CC3)n2C)n(C)c1=O	16%	-2%	0%	6	-17	-4%	-3%	28	-9%
COC(=O)CC1C(=O)NCCN1C(=O)CSc1nc2ccc([N+](=O)[O-])cc2s1 (centres undefined)	1%	-15%	5%	9	1	-4%	0%	-17	-10%
COc1cc(/C=C2/C(C)=C(C#N)c3nc(N)c(C#N)c(C)c32)ccc1OCC(=O)O	0%	1%	-4%	-7	4	-5%	0%	-23	2%
Cc1ccc(-c2nnc(Nc3ccc(C(N)=O)cc3)c3ccccc23)cc1S(=O)(=O)NCC1CCCO1 (centres undefined)	11%	-1%	14%	-3	-2	-6%	-6%	-12	4%
C[C@]12c3[nH]c4ccc(Cl)cc4c3CCN1C(=O)[C@@H](CC(=O)NCCN1CCOCC1)C[C@@H]2C(=O)N1CCOCC1	-3%	5%	0%	-9	4	?	3%	10	0%

Screening data as filed in PubChem BioAssay.
